# Screening results (PubChem BioAssay)
# APJ antag: blocks the human apelin receptor APJ; inhibition, % at 20 µM; AID 2521; hit rate 0.32% among 330,000; CHO-K1 APJ beta-arrestin complementation, luminescence; P35414;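 active means inhibition above about 40% at 20 µM, limit read from the data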;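 further: cells challenged with 10 nM apelin-13 agonist together with compound; plate controls were apelin-13 plus DMSO wells for no effect and DMSO wells lacking apelin-13 for full effect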
# Gli-Sufu antag: Gli-Sufu pathway antagonism. Sufu-KO-LIGHT fibroblasts, Gli luciferase reporter luminescence. inhibition, % at 5 µM. hit rate 0.74% among 340,000;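 active means inhibition above about 55%, limit read from the data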;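 further: 0% = DMSO-treated cells and 100% = wells with medium but no cells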
# Jurkat NFkB inh: inhibitors of the PMA/ionomycin-induced NF-kB reporter in Jurkat cells; PMA/ionomycin-induced NF-kB luciferase reporter, luminescence; inhibition, % at 4 µM; hit rate 0.53% among 330,000; in the data active means inhibition above about 50%
# UBC13 polyUb: blocks human UBC13 polyubiquitin chain formation. P61088. TR-FRET. inhibition, % at 20 µM. hit rate 0.47% among 330,000; in the data active means inhibition above about 45%, passing the limit was not always enough
# Target sequence (P61088 whole entry, looked up): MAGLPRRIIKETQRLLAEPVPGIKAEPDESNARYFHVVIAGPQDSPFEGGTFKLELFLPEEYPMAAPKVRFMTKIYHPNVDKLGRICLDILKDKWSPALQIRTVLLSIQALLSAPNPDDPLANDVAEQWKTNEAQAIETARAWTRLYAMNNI
# CCR6 antagonist: CCR6 (human) receptor antagonism; P51684; CHO-K1 CCR6 PathHunter beta-arrestin, luminescence, CCL20-stimulated; inhibition, % at 20 µM; hit rate 0.49% among 340,000;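 active means compounds whose inhibition of the agonist-driven luminescence signal at 20 µM reaches about 50%, limit read from the data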;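 further: cells stimulated with CCL20 at 14 nM final; plate controls were DMSO with CCL20 for no effect and DMSO without agonist for full effect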
# Target sequence (P51684 whole entry, looked up): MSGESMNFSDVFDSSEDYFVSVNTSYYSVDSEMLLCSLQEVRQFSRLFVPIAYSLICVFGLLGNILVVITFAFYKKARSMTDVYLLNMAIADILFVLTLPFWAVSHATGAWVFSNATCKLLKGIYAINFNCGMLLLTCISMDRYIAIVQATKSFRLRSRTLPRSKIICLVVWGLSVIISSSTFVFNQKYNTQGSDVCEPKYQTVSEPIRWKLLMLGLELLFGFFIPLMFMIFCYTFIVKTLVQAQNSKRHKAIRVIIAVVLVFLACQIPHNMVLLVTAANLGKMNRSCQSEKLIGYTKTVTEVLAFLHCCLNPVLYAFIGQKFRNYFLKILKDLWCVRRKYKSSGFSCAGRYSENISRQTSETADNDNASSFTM
# CXCR6 block: blocks human CXCR6 beta-arrestin recruitment; CHO-K1 PathHunter CXCR6 beta-arrestin, luminescence; hit rate 0.36% among 360,000; AID 602244; inhibition, % at 20 µM; in the data active means inhibition above about 34%, passing the limit was not always enough;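 further: antagonist mode with CXCL16 agonist at 10 nM final; 0% = 10 nM CXCL16 with DMSO and 100% = unstimulated wells without agonist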
# Target sequence (O00574 whole entry, looked up): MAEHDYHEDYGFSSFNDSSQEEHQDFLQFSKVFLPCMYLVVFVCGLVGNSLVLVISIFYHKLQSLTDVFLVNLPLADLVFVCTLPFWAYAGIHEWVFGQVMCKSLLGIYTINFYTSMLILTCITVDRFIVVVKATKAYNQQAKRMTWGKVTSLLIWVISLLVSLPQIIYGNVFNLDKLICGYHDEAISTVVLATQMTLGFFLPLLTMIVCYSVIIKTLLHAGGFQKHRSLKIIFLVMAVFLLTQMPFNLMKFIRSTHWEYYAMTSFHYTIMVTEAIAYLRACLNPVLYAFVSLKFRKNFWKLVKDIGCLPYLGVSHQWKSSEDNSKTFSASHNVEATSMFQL
# 697 NFkB inh: inhibitors of the PMA/ionomycin-induced NF-kB reporter in 697 B cells; 697 B-cell NF-kB luciferase reporter, 16 h; AID 435022; inhibition, % at 4 µM; hit rate 0.33% among 330,000; in the data active means inhibition above about 35%
# EBI2 antag: EBI2 (human) antagonism. inhibition, % at 5 µM. EBI2 beta-arrestin recruitment, luminescence, 7a,25-OHC stimulated. AID 651636. P32249. hit rate 0.81% among 360,000; in the data active means inhibition above about 38%;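 further: enzyme fragment complementation signal reports receptor beta-arrestin coupling in cells; 0% = agonist plus DMSO wells and 100% = wells without agonist; some results beyond the cut were filed as inactive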
# * marks the source's active call; other numbers are inactive results; / = not tested or not shown.
SMILES	CCR6 antagonist	Gli-Sufu antag	APJ antag	UBC13 polyUb	Jurkat NFkB inh	CXCR6 block	EBI2 antag	697 NFkB inh
CCc1ccc(NC(=O)Cn2cc([N+](=O)[O-])nc2C)cc1	13	2	12	-2	-8	-8	-2	-4
O=C(O)CCCCn1c(SCc2cc(=O)n3cc(Cl)ccc3n2)nc2ccsc2c1=O	-7	-3	4	-6	-8	4	5	23
CC(=O)c1cccc(NC(=O)CN(c2cccc(F)c2)S(C)(=O)=O)c1	-12	5	3	8	6	-1	-1	10
Cc1ccc2sc(C)[n+](CCCS(=O)(=O)[O-])c2c1	2	-3	3	-7	-3	-5	-12	-6
CC(C)c1c(O)nc(SCC(=O)Nc2ccc3c(c2)CCC3)[nH]c1=O	1	2	-10	1	-7	-8	-6	-8
Cc1cc(C)c(C(=O)COC(=O)CCNS(=O)(=O)c2c(Cl)cccc2Cl)cc1C	10	0	-11	0	-1	5	8	-9
CCOc1ccc(CCNC(=O)c2ccc3nc(N4CCOCC4)sc3c2)cc1OCC	7	0	7	-1	5	-15	-5	-4
Cc1ccc(N2CC(C(=O)NCCC(C)C)CC2=O)cc1 (centres undefined)	-8	-18	-3	2	1	11	7	6
O=C(CCc1ccccc1)c1c(O)cc(O)cc1O	3	1	-43	5	-9	3	-2	-8
CC(C)CCC(CC(C)O)C(=O)NNC(=S)Nc1ccccc1 (centres undefined)	27	-1	10	1	0	7	-5	8
COc1ccccc1NS(=O)(=O)c1cc(NC(=O)c2sccc2C)ccc1N1CCOCC1	6	15	-32	-16	12	5	15	9
FC(F)(F)c1ccccc1NC(=S)N1CCN(c2ncccn2)CC1	1	-1	-8	-5	0	8	0	7
Cc1noc(C)c1C(=O)Nc1c(F)cc(F)cc1Br	-4	4	10	2	-1	-2	1	15
Cc1cccnc1NC(=O)c1ccc2c(c1)OCCO2	8	-27	16	-8	-18	1	-1	-36
CC(C)(C)OC(=O)NCc1ccc(NC(=O)c2nc[nH]c2C(=O)N[C@@H](Cc2ccccc2)C(=O)OCc2ccccc2)cc1	3	-28	-3	-26	12	-5	-39	6
CCN(Cc1ccccc1)C(=S)Nc1cc(C(=O)OC)ccc1C(=O)OC	5	-7	-4	-9	4	13	3	15
Cc1c(C(=O)N2CCC(C)CC2)sc2ncnc(N3CCN(c4ccccc4)CC3)c12	1	4	/	/	/	9	28	/
CCn1c2ccccc2c2nnc(SCC(=O)N(C)C3CCS(=O)(=O)C3)nc21 (centres undefined)	6	-9	7	-22	-6	2	-1	-5
CCCc1cc(=O)[nH]c(Nc2ccc(O)cc2)n1	-12	-6	-28	-2	1	-10	-3	6
CN(NS(C)(=O)=O)c1ncc(C(F)(F)F)cc1Cl	-17	6	6	7	0	2	3	0
O=S1(=O)CC(NCc2ccccc2)C(Nc2ccccc2)C1 (centres undefined)	0	3	10	-1	-9	-6	6	-4
COc1cccc(N2CCN(Cc3nc(N)nc(N4CCCc5ccccc54)n3)CC2)c1	-4	-3	22	10	17	11	-19	12
COc1cccc(-c2nc(NC(C)(C)C)c3ccccc3n2)c1O	-11	22	-31	-14	-28	-16	-7	-23
O=C(Nc1ccc(OCc2ccccc2)cc1)c1cccc([N+](=O)[O-])c1	-6	-15	4	-5	-14	-8	-30	-13
Cc1ccc(Cc2nc(-c3ccccn3)no2)cc1	-11	-75	3	0	-91	-6	4	-122
COc1ccc(-c2noc(C3CCCN(C(=O)CCc4ccccc4)C3)n2)cc1 (centres undefined)	4	-4	-34	0	-13	7	22	29
Cc1cccc(NC(=O)Cn2cnc(S(=O)(=O)N3CCCC3)c2)c1C	-12	-4	-16	-7	0	2	-11	-18
COc1ccc(N(CC(=O)N2CCN(Cc3ccccc3)CC2)S(C)(=O)=O)cc1	9	3	9	-9	-16	-4	-9	-21
O=C1CCNCCN1[C@H](CO)Cc1ccccc1	0	7	8	-5	10	-2	-1	0
O=C(Nc1cccc(F)c1)C1CCCN1S(=O)(=O)c1cccc2cccnc12 (centres undefined)	2	2	-9	-2	2	-8	-8	-17
CCOc1ccccc1CNC(=O)CCC(=O)N1Cc2ccccc2Oc2ncccc21	18	-16	-28	2	6	-3	6	-12
Cc1cc(C)n(C(=O)c2ccc(C)c(Br)c2)n1	22	-2	12	-6	-9	-1	-1	5
COc1ccc([N+](=O)[O-])cc1NC(=O)CSc1nncn1-c1ccccc1	10	2	9	-1	0	5	-2	13
CCNC(=O)NC(=O)COC(=O)c1ccccc1SCC(=O)NC(=O)NCC	-3	-56	-13	15	-48	-20	-2	-144
C=CCc1cccc2cc(C(=O)NNC(=O)c3ccncc3)c(=O)oc12	11	9	3	-20	11	9	-2	-15
Cc1cc(=O)oc2cc(NC(=O)c3cccc(S(=O)(=O)N(C)C)c3)ccc12	3	-64	-1	2	-131	11	-5	-50
COc1ccc(N(C(=O)Cn2nnc3ccccc32)C(C(=O)NCc2ccco2)c2ccc(C)o2)cc1 (centres undefined)	10	2	-2	4	-1	10	-1	3
CCOc1ccccc1OC(=O)CN1C(=O)c2ccccc2C1=O	-5	49	8	-11	-2	-7	4	9
COC(=O)C(NC(=O)c1ccccc1)(Nc1nc(C)cs1)C(F)(F)F (centres undefined)	11	2	7	-7	-14	5	-1	3
Cc1nc2ccc(Cl)cc2c(-c2ccccc2)c1C(=O)N(C)C	11	39	17	7	22	1	-7	4
FC(F)(F)c1ccc(CSc2ccccn2)cc1	1	-3	12	6	-28	-3	-6	-3
Clc1ccc(CSc2snnc2-c2ccccc2)c(Cl)c1	19	-44	16	7	-39	-7	-1	-35
COc1ccc(-c2nc3ccccc3c(=O)n2CCOc2cc(C)ccc2C)cc1	25	-6	5	9	-2	-1	5	-11
Clc1ccc(-n2ncc3c(NCc4ccc5c(c4)OCO5)ncnc32)cc1	-6	-6	-13	2	-15	-8	-10	-12
CCN(CC)C(=O)[C@H]1CC(CC(=O)NCc2ccc(OC)c(OC)c2)C(=O)N2CCc3c([nH]c4ccccc34)[C@]12C (some centres undefined)	-4	-8	9	11	-5	-4	-2	6
Cc1ccc(OCCCC(=O)NCc2ccco2)c(C)c1	/	/	-13	-2	-5	/	/	-5
Cc1ccc(O)c(NC(=O)c2ccc3c(c2)C(=O)N(CC(C)C)C3=O)c1	15	-83	-7	-9	-29	-5	6	-114
CC(=O)c1cc2c(cc1NC(=O)CN1CCCCC1C)OCO2 (centres undefined)	0	2	12	5	-3	9	-12	16
CC(C(=O)NC1CCCC1)N1C(=O)c2cccc3cccc1c23 (centres undefined)	8	0	-5	8	0	2	15	5
Cc1c(C(N)=O)sc2ncn(CCOc3ccccc3)c(=O)c12	-12	-2	-17	22	-11	0	2	4

# Pulled by structure from the list above, 2 records:
SMILES	CCR6 antagonist	Gli-Sufu antag	APJ antag	UBC13 polyUb	Jurkat NFkB inh	CXCR6 block	EBI2 antag	697 NFkB inh
O=C(Nc1cccc(F)c1)C1CCCN1S(=O)(=O)c1cccc2cccnc12 (centres undefined)	2	2	-9	-2	2	-8	-8	-17
CCN(CC)C(=O)[C@H]1CC(CC(=O)NCc2ccc(OC)c(OC)c2)C(=O)N2CCc3c([nH]c4ccccc34)[C@]12C (some centres undefined)	-4	-8	9	11	-5	-4	-2	6

# Remaining list, next part.
SMILES	CCR6 antagonist	Gli-Sufu antag	APJ antag	UBC13 polyUb	Jurkat NFkB inh	CXCR6 block	EBI2 antag	697 NFkB inh
CCOC(=O)C1=C(C)NC(SCC(=O)Nc2cc(C)on2)=C(C#N)C1c1cccs1 (centres undefined)	9	-5	0	-4	2	4	4	10
Cc1ccc(S(=O)(=O)N2CC3(C)CN(S(=O)(=O)c4ccc(C)cc4)CC(C)(C2)C3=O)cc1	-6	-5	9	10	-13	9	8	7
COc1cc(C2/C(=C(\O)c3ccc4c(c3)OCCO4)C(=O)C(=O)N2CCN2CCOCC2)cc(OC)c1OC (centres undefined)	6	1	0	-7	-14	2	-3	-19
Cc1ccc(N2C(=O)N(CC(=O)Nc3cccc(C)c3C)C(=O)C2C)cc1 (centres undefined)	3	-4	28	-4	-15	-1	11	-41
c1ccc(CSc2ccc(-c3ccc4c(c3)OCO4)nn2)cc1	17	-73	-2	4	-76	1	7	-94
COc1ccc(-n2c(COc3ccccc3)nnc2SCC(N)=O)cc1	-7	8	-3	6	6	-5	49*	15
CS(=O)(=O)N1CCC(C(=O)N2CCc3ccccc3C2)CC1	14	-2	3	-1	-6	-1	-9	14
Cc1nc2[nH]c(=S)[nH]c(=O)c2nc1C	-2	0	/	/	/	-6	1	/
CCOC(=O)CN1C(=O)N[C@@H](c2cccs2)C(C(=O)OC)=C1C	4	-8	7	-2	3	6	-5	-11
O=C(Cc1ccccc1[N+](=O)[O-])Nc1ccc(S(=O)(=O)N2CCCC2)cc1	/	/	-40	-8	-8	-6	-2	-30
Cc1ccccc1N1CCN(Cc2cccc(C(=O)O)c2)CC1	3	-2	0	-7	-17	-8	-8	-36
Cc1cc(C)c[n+](-c2[nH]c(=O)sc2/C=N/NC([S-])=Nc2ccccc2)c1	9	8	-11	-17	8	-3	-3	-5
COc1ccccc1C(CNC(=O)COc1ccccc1C)N1CCCC1 (centres undefined)	8	3	14	-2	-19	0	-12	-11
Cc1ccc(Oc2nc3ccccn3c(=O)c2/C=C(\C#N)C(=O)Nc2c(C)n(C)n(-c3ccccc3)c2=O)cc1	-9	1	-4	0	-3	1	57*	-10
CNC(=O)c1ccccc1Nc1ccc(SC(F)F)cc1	8	40	-5	1	-27	1	7	-28
COc1ccc(-c2ccc3c(c2)S(=O)(=O)c2cccc(C(=O)N4CCN(c5c(Cl)cncc5Cl)CC4)c2C3=O)cc1OC	-9	27	-1	-30	13	11	17	11
O=C1C=CC(=C(c2ccc(O)cc2)c2ccc(O)cc2)C=C1	28	1	-14	-3	-10	26	6	-147
NS(=O)(=O)c1cccc(NC(=O)CCCNC(=O)c2ccc(Cl)cc2)c1	7	-8	17	4	-3	6	-6	-7
CCOC(=O)N1CCN(S(=O)(=O)CCNC(=O)c2ccccc2)CC1	8	21	-4	1	13	2	-7	15
O=C(c1cc(-c2ccccc2)nc2ccccc12)N1CCOCC1	16	4	9	4	6	-5	-2	-9
S=C(NCc1cccs1)Nc1ccc(Br)cc1Cl	5	-29	3	4	-7	-5	-5	-16
CCOC(=O)C1(CCOc2ccccc2)CCN(Cc2cccc(F)c2)CC1	6	60*	11	0	-1	1	15	-20
Cc1nc([N+](=O)[O-])c(SCC(O)CCl)n1Cc1ccc(Cl)cc1 (centres undefined)	5	-1	5	0	1	3	7	9
CCC(C)c1ccc(NC(=S)NCCn2cc(Cl)cn2)cc1 (centres undefined)	25	-1	-8	6	3	1	4	12
O=C(c1ccco1)N1CCN(c2ncnc3c2oc2ccccc23)CC1	-11	16	11	0	-41	-10	10	-86
CSc1nc2ccsc2c(=O)n1-c1ccccc1	3	-1	-5	3	-15	4	-10	21
CC1=CCC2C(=O)N(c3ccc(C)cc3)C(=O)C2C1 (centres undefined)	4	3	-22	-1	10	-6	0	3
CCOC(=O)c1c(NC(=O)CSc2ncn[nH]2)sc(C(C)=O)c1C	13	4	12	-12	13	6	-12	-8
CSc1nc2ccccc2n1Cc1cccc(F)c1	0	5	9	3	-5	3	6	-12
COc1cc(OC)c(C(=O)O/N=C(\N)c2ccccn2)cc1OC	-8	-13	-5	-3	-8	-2	-2	-9
CCOC(=O)N1CCN(C(=O)CCCOc2ccccc2)CC1	6	-46	23	3	-50	5	4	-65
COC(=O)Nc1ccc(S(=O)(=O)N2CCN(c3ccc(F)cc3)CC2)cc1	3	7	-7	-6	9	-15	1	-48
O=C(NCCCN1CCN(Cc2ccccc2)CC1)C1CCN(S(=O)(=O)N2CCCC2)CC1	9	5	8	2	18	9	3	4
O=C1C2C3c4ccccc4C(c4ccccc43)C2C(=O)N1Cc1cccnc1 (centres undefined)	6	-4	16	-2	-7	-13	-8	28
O=C(NCCCO)c1nc2ccccc2s1	4	-9	-3	-1	-2	-10	-1	15
